M1 PAM parental = M1 PAM counterscreen hit in parental CHO-K1 cells | activation, % at 3 µM | actives 0.02% (n = 360,000) | ATP EC20, Fluo-8 calcium fluorescence; 0% at ATP EC20, 100% at ATP max;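 active = activation above the run cutoff, the mean activation of all test compounds plus 3 SD, cut at about 40% in these data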;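 also: peak over basal fluorescence ratio in a 140 s read after ATP addition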
OXTR potentiate = human OXTR potentiation; activation, % at 3 µM; P30559; CHO-OTR cells, Fluo-8 calcium fluorescence, potentiator mode; 0% = oxytocin EC15, 100% = EC100; AID 2445; actives 0.061% (n = 320,000);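 active = activation above that plate's cutoff, the mean activation of tested compounds plus 3 SD, cut at about 6.6% in these data, passing the limit was not always enough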;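 also: 100% uses oxytocin at 75 nM as the full agonist control; some results filed as inactive read as strong as hits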
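Assay system: CHO cell line stably expressing human OTR | Also added: Oxytocin at about EC15, sub-maximal agonist stimulus | Times: Compound 6 min at room temperature before oxytocin, 100 s read | Measured by: Fluo-8 intracellular calcium fluorescence, ex 470-495, em 515-575 nm | Controls: EC15 oxytocin alone as 0%, 75 nM oxytocin as 100%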
TAAR1 antag = human TAAR1 antagonism; actives 1.5% (n = 360,000); CHO RD-HGA16 TAAR1, Fluo-8 calcium fluorescence, antagonist; Q96RJ0; inhibition, % at 3 µM;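 active = inhibition above a per-plate cutoff, the mean inhibition of test compounds on that plate plus 3 SD, cut at about 49% in these data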;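 also: 0% = DMSO plus EC80 beta-PEA response and 100% = DMSO alone without agonist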
Target sequence (Q96RJ0 whole entry, looked up): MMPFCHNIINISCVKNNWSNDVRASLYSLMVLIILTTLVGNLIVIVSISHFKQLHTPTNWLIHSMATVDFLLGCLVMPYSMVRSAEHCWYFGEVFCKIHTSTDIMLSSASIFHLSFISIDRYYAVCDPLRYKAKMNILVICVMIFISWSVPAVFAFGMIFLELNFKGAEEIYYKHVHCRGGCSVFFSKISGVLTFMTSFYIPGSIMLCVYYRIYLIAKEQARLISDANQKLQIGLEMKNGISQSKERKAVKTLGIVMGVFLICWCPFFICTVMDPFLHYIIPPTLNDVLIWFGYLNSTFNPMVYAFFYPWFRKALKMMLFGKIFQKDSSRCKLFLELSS
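Assay system: RD-HGA16 CHO cells with stable hTAAR1 and Gα16 / Reagent: EC80 β-phenethylamine stimulus / Doses: 3 µM, single point / Timing: dye loading 75 min at 37 °C, then 30 min room temperature / Measured by: Fluo-8 intracellular calcium dye fluorescence, real-time kinetic reads / Controls: vehicle wells and EC80 agonist wells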
CHO-K1 Ca antag = M1 antagonist counterscreen hit in parental CHO-K1 cells; ATP-induced calcium, Fluo-8 fluorescence; inhibition, % at 3 µM; actives 0.6% (n = 360,000); AID 602250;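 active = inhibition above a per-plate cutoff, the plate's mean sample inhibition plus 3 SD, cut at about 24% in these data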;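 also: 0% = DMSO plus EC80 ATP and 100% = DMSO alone without ATP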
CHO parental Ca = counter-screen: ATP calcium response change in parental CHO cells; parental CHO-K1, ATP-induced calcium, Fluo-8 fluorescence; inhibition, % at 5.6 µM; actives 0.63% (n = 330,000); AID 463079;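 active = inhibition above that plate's mean sample inhibition plus 3 SD, cut at about 26% in these data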;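 also: 0% = ATP-challenged DMSO wells and 100% = DMSO wells without ATP; some compounds past the cut are filed as inactive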
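Material: parental CHO cells / Compound: single nominal dose of 5.6 µM per compound / Signal: Fluo-8 fluorescence / Replicates: singlicate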
GPR7 antagonist = antagonists of human GPR7 (neuropeptides B/W receptor 1); GPR7-expressing cells, fluorescence antagonist assay; inhibition, % at 4.4 µM; actives 1.1% (n = 290,000); AID 1861; in the data active = inhibition above about 16%, passing the limit was not always enough;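 also: cells stimulated with the agonist NPW; 0% = agonist with vehicle and 100% = vehicle without agonist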
Target sequence (P48145 whole entry, looked up): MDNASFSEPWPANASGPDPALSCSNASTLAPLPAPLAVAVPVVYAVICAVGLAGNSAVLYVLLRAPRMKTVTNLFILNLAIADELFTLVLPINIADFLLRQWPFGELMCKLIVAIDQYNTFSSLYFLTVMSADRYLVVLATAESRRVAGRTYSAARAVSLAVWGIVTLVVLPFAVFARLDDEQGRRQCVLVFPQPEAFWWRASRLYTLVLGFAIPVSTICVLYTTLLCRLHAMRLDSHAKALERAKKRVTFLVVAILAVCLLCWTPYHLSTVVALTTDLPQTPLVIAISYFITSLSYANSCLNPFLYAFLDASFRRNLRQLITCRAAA
M1 ag parental = counter-screen for M1 agonists: effect in parental CHO-K1 cells; activation, % at 3 µM; actives 0.48% (n = 360,000); Fluo-8 calcium fluorescence; scaled to maximal ATP response, vehicle zero; AID 602248; in the data active = activation above about 15%;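 also: untransfected CHO-K1 host cells lacking M1 receptor as counterscreen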
V1aR counter = activates human V1a receptor in oxytocin agonist counter-screen; actives 0.25% (n = 320,000); P37288; activation, % at 3 µM; CHO-V1R cells, Fluo-8 calcium fluorescence, agonist mode; 0% DMSO, 100% 3 nM vasopressin; AID 2797;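 active = activation above the mean activation of all tested compounds plus 3 SD, per screening run, cut at about 20% in these data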;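 also: signal is peak over basal fluorescence ratio across a 100 second FLIPR read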
Target sequence (P37288 whole entry, looked up): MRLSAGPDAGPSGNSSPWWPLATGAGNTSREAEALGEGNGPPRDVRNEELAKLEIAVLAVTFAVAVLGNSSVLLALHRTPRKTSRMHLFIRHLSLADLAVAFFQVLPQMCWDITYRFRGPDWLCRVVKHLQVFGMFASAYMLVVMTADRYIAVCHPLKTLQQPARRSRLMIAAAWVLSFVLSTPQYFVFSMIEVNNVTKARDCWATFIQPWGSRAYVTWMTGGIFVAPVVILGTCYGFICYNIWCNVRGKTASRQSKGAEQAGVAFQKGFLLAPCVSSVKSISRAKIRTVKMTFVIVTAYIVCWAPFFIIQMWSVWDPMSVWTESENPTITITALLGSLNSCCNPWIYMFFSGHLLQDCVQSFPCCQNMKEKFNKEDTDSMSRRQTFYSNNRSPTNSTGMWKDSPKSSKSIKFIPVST
OXTR agonist = human OXTR agonism. CHO-OTR cells, Fluo-8 calcium fluorescence; normalized: DMSO 0%, oxytocin 100%. activation, % at 3 µM. actives 0.32% (n = 320,000). AID 2435;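 active = activation above the mean of all tested compounds plus 3 SD, cutoff set per screening run, cut at about 20% in these data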;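 also: peak over basal fluorescence ratio from a 100 s FLIPR kinetic read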
The depositor's hits bear a star.

Screening CC(=O)N(CCP(=O)(c1ccccc1)c1ccccc1)Cc1ccco1 returned M1 PAM parental 8.7, OXTR potentiate -5.6, TAAR1 antag 7.1, CHO-K1 Ca antag -10.7, CHO parental Ca -14.5, GPR7 antagonist -0.9, M1 ag parental 0.6, V1aR counter -0.6 and OXTR agonist -0.8.
`O=C(O)c1ccc(NC(=O)c2ccc(Cl)cc2)c(NC(=O)c2ccc(Cl)cc2)c1` gave M1 PAM parental -10.5, OXTR potentiate -6.1, TAAR1 antag -8.0, CHO-K1 Ca antag 1.4, CHO parental Ca 3.5, GPR7 antagonist -15.6, M1 ag parental -0.5, V1aR counter -0.7 and OXTR agonist 7.2.
`CCC(=O)Nc1c2c(nn1-c1ccc([N+](=O)[O-])cc1)CS(=O)(=O)C2` gave M1 PAM parental -0.9, OXTR potentiate -4.3, TAAR1 antag -1.6, CHO-K1 Ca antag -6.4, CHO parental Ca -2.6, GPR7 antagonist -2.7, M1 ag parental 0.5, V1aR counter -0.6 and OXTR agonist 1.8.
For CC(C)=NNc1nc(-c2ccccc2)cs1 the results were M1 PAM parental -1.2, OXTR potentiate -0.2, TAAR1 antag -1.8, CHO-K1 Ca antag -2.0, CHO parental Ca -16.3, GPR7 antagonist -10.0, M1 ag parental -0.3, V1aR counter 0.2 and OXTR agonist -0.1.
`O=C1c2ccccc2C(=O)N1CCCOCc1c[nH]c(=O)[nH]c1=O` gave M1 PAM parental 16.5, OXTR potentiate -13.0, TAAR1 antag -0.2, CHO-K1 Ca antag -6.5, CHO parental Ca 2.6, GPR7 antagonist 2.6, M1 ag parental 0.6, V1aR counter 0.3 and OXTR agonist 0.6.
For Cc1cccc(NS(=O)(=O)c2cnc[nH]2)c1 the results were M1 PAM parental 8.4, OXTR potentiate -6.5, TAAR1 antag 5.9, CHO-K1 Ca antag 3.0, CHO parental Ca 6.2, GPR7 antagonist -2.3, M1 ag parental -0.2, V1aR counter -0.6 and OXTR agonist -0.1.
For COc1ccccc1C=NN=Cc1ccccc1OC the results were M1 PAM parental 6.7, TAAR1 antag 1.5, CHO-K1 Ca antag -10.0 and M1 ag parental 0.6.
For O=C(Nc1cccc(C(=O)NC2CCCC2)c1)c1ccccc1 the results were M1 PAM parental 7.6, OXTR potentiate -3.5, TAAR1 antag 1.0, CHO-K1 Ca antag 1.4, CHO parental Ca -21.4, GPR7 antagonist -14.9, M1 ag parental 1.2, V1aR counter 4.1 and OXTR agonist 0.0.
C[C@@H](C(=O)N1CCN(c2ccccc2)CC1)N1C(=O)C2CC=CCC2C1=O (stereo partly specified) was read as M1 PAM parental 10.2, OXTR potentiate -6.9, TAAR1 antag -10.0, CHO-K1 Ca antag -15.7, CHO parental Ca 7.3, M1 ag parental 1.1, V1aR counter -0.2 and OXTR agonist -0.2.
Screening O=C(Nc1cccc(S(=O)(=O)N2CCCCC2)c1)c1cnccn1 returned M1 PAM parental -11.0, OXTR potentiate -2.6, TAAR1 antag -4.6, CHO-K1 Ca antag 17.3, CHO parental Ca -1.9, GPR7 antagonist -4.8, M1 ag parental 0.8, V1aR counter 1.1 and OXTR agonist 1.3.
Screening C=CCN(c1ccc(C(=O)NCCSc2ccccc2)cc1)S(C)(=O)=O returned M1 PAM parental -5.7, OXTR potentiate -5.8, TAAR1 antag -14.2, CHO-K1 Ca antag 6.7, CHO parental Ca -13.8, GPR7 antagonist 3.3, M1 ag parental 0.7, V1aR counter 2.4 and OXTR agonist -0.3.
For COc1cc(/C=C/C(=O)OCC(=O)Nc2ccc3c(c2)OCCO3)ccc1OCC#N the results were M1 PAM parental 9.7, OXTR potentiate -9.7, TAAR1 antag 5.7, CHO-K1 Ca antag 2.8, CHO parental Ca 1.4, GPR7 antagonist -6.7, M1 ag parental 3.7, V1aR counter 0.7 and OXTR agonist -1.0.
Screening CCOc1ccc(C(C)=O)cc1COc1ccc(-n2cnnn2)cc1 returned M1 PAM parental 9.2, OXTR potentiate -14.9, TAAR1 antag 23.8, CHO-K1 Ca antag -1.8, CHO parental Ca 13.8, GPR7 antagonist 9.5, M1 ag parental 0.7, V1aR counter 2.6 and OXTR agonist 0.0.
For CC(=O)N1CCN(c2ccccc2NC(=O)COc2ccc(Cl)cc2Cl)CC1 the results were M1 PAM parental 10.1, OXTR potentiate -19.6, TAAR1 antag 39.6, CHO-K1 Ca antag -0.4, CHO parental Ca -8.0, GPR7 antagonist 18.5*, M1 ag parental 3.7, V1aR counter 6.3 and OXTR agonist 17.6.
COc1ccccc1NC(=S)NCCc1ccc(F)cc1 was read as M1 PAM parental 10.8, OXTR potentiate -2.9, TAAR1 antag 2.6, CHO-K1 Ca antag -3.8, CHO parental Ca 0.0, GPR7 antagonist -4.3, M1 ag parental 0.4, V1aR counter 0.3 and OXTR agonist -1.3.
O=C1NC2=C(C(=O)OC2)C(c2ccc(OC(F)(F)F)cc2)N1 (stereo unspecified) was read as M1 PAM parental 4.7, OXTR potentiate -4.3, TAAR1 antag -8.9, CHO-K1 Ca antag -7.5, CHO parental Ca -2.0, GPR7 antagonist -12.1, M1 ag parental 0.2, V1aR counter -0.3 and OXTR agonist -0.8.
CCc1nc2ccc(C(=O)NCCC(C)C)cn2c1N(CCN(C)C)CC1CC1 was read as M1 PAM parental 1.3, TAAR1 antag -14.7, CHO-K1 Ca antag 12.9 and M1 ag parental 4.2.
`COc1ccc(C(=O)N/C(=C\c2ccc(-c3cccc([N+](=O)[O-])c3)o2)C(=O)NCCCN2CCOCC2)cc1` gave M1 PAM parental 4.8, TAAR1 antag 9.3, CHO-K1 Ca antag -10.6 and M1 ag parental 3.0.
O=C(Cn1c(NCCO)nc2ccccc21)NCCc1ccccc1 was read as M1 PAM parental 9.3, OXTR potentiate -2.7, TAAR1 antag -13.3, CHO-K1 Ca antag -2.5, CHO parental Ca -6.9, GPR7 antagonist 6.1, M1 ag parental 0.7, V1aR counter 0.2 and OXTR agonist 0.1.
`COc1cc(OC)c(C2=NOC(C(=O)Nc3c(C)nn(CC(=O)N4CCCC4)c3C)C2)cc1Cl` (stereo unspecified) gave M1 PAM parental -8.6, OXTR potentiate 0.0, TAAR1 antag -7.2, CHO-K1 Ca antag 13.8, CHO parental Ca -1.0, GPR7 antagonist -18.9, M1 ag parental -0.1, V1aR counter -0.4 and OXTR agonist 0.3.
Screening CNC(=O)Cc1csc2ccc(C)cc12 returned M1 PAM parental -7.9, OXTR potentiate 7.1, TAAR1 antag -17.7, CHO-K1 Ca antag 6.7, CHO parental Ca -11.3, GPR7 antagonist -1.7, M1 ag parental -0.3, V1aR counter 0.6 and OXTR agonist -0.6.
Screening O=[N+]([O-])c1ccc(N2CCN(c3ccccn3)CC2)c(Cl)c1 returned M1 PAM parental 3.3, OXTR potentiate -7.0, TAAR1 antag 46.6, CHO-K1 Ca antag -10.8, CHO parental Ca -22.5, GPR7 antagonist 10.8, M1 ag parental 3.3, V1aR counter 3.1 and OXTR agonist -0.5.
`Cc1ccc(CC2(C)C(=O)Nc3ccc(OC(F)(F)F)cc32)cc1` (stereo unspecified) gave M1 PAM parental 25.0, TAAR1 antag -5.2, CHO-K1 Ca antag -15.0 and M1 ag parental 0.1.
For Cc1cc(C)n2nc(SCc3cc(=O)oc4cc(C)c(C)cc34)nc2n1 the results were OXTR potentiate -20.0, CHO parental Ca -17.3, GPR7 antagonist -5.9, V1aR counter 0.3 and OXTR agonist -0.5.
`CCN(CC)Cc1cc(NC2=NS(=O)(=O)c3ccccc32)ccc1OC(=O)C(C)C` gave M1 PAM parental 12.5, OXTR potentiate -5.3, TAAR1 antag 0.3, CHO-K1 Ca antag -15.8, CHO parental Ca -11.1, GPR7 antagonist 0.6, M1 ag parental 0.6, V1aR counter -0.9 and OXTR agonist 0.2.
For CCC(c1nnc(SCC(=O)Nc2cc(Cl)ccc2C#N)n1C1CCCCC1)N(C)C (stereo unspecified) the results were M1 PAM parental 11.4, OXTR potentiate -0.6, TAAR1 antag -11.3, CHO-K1 Ca antag -5.3, CHO parental Ca -19.9, GPR7 antagonist -0.3, M1 ag parental 1.1, V1aR counter -1.2 and OXTR agonist -1.4.
Screening CCOC(=O)C1=C(c2ccccc2)NC(=O)NC1c1ccc(O)c(Cl)c1 (stereo unspecified) returned M1 PAM parental -0.4, OXTR potentiate -5.2, TAAR1 antag 40.6, CHO-K1 Ca antag 16.5, CHO parental Ca -3.5, GPR7 antagonist 74.6*, M1 ag parental 0.2, V1aR counter 1.1 and OXTR agonist 1.2.
`CS(=O)(=O)Nc1ccc(C(=O)NCCc2ccccc2)cc1` gave M1 PAM parental 26.6, OXTR potentiate -16.1, TAAR1 antag -4.0, CHO-K1 Ca antag -12.1, CHO parental Ca -17.3, GPR7 antagonist -9.2, M1 ag parental 0.7, V1aR counter 1.2 and OXTR agonist 0.7.
Screening Cc1onc(-c2ccccc2Cl)c1C(=O)Nc1ncn[nH]1 returned M1 PAM parental -7.8, OXTR potentiate -3.8, TAAR1 antag 3.0, CHO-K1 Ca antag -1.9, CHO parental Ca 1.7, GPR7 antagonist 8.7, M1 ag parental 0.7, V1aR counter 1.2 and OXTR agonist 0.6.
`COC(=O)c1cccnc1-n1c(=O)c2cccnc2n(Cc2cccc(C(F)(F)F)c2)c1=O` gave M1 PAM parental -11.2, OXTR potentiate -3.8, TAAR1 antag -35.7, CHO-K1 Ca antag 6.3, CHO parental Ca -14.3, GPR7 antagonist -5.7, M1 ag parental 0.4, V1aR counter -0.9 and OXTR agonist -0.2.
CCn1cc(C(=O)NCCCN2CCN(C)CC2)c(=O)c2cc(S(=O)(=O)N3CCc4ccccc4C3)ccc21 was read as M1 PAM parental 16.1, OXTR potentiate -5.1, TAAR1 antag 7.6, CHO-K1 Ca antag -12.9, CHO parental Ca -17.6, GPR7 antagonist 8.0, M1 ag parental 0.2, V1aR counter 1.4 and OXTR agonist -0.3.
Screening COC(=O)C1CCN(C(=O)Cc2ccccc2OC)CC1 returned M1 PAM parental 1.8, OXTR potentiate -3.9, TAAR1 antag 12.2, CHO-K1 Ca antag 2.3, CHO parental Ca -6.9, GPR7 antagonist 2.4, M1 ag parental 0.0, V1aR counter 0.8 and OXTR agonist -0.1.
For S=C1N(c2ccccc2)C(c2ccccc2)N2CCCN12 (stereo unspecified) the results were M1 PAM parental 5.8, OXTR potentiate 3.3, TAAR1 antag 2.8, CHO-K1 Ca antag -5.2, CHO parental Ca -11.5, GPR7 antagonist 10.8, M1 ag parental -0.1, V1aR counter 0.0 and OXTR agonist -0.7.
For COCC(=O)n1nc(-c2ccc(Cl)cc2)nc1NCc1ccc(F)cc1 the results were M1 PAM parental 7.7, OXTR potentiate -6.8, TAAR1 antag -13.0, CHO-K1 Ca antag -0.2, CHO parental Ca -13.6, GPR7 antagonist 3.7, M1 ag parental 0.4, V1aR counter 1.2 and OXTR agonist -0.4.
O=S1c2ccccc2Sc2ccccc21 was read as M1 PAM parental 14.8, TAAR1 antag 6.0, CHO-K1 Ca antag 0.8 and M1 ag parental 0.1.

High-throughput results as filed in PubChem.
